ERp5 inh: ERp5 (human) disulfide isomerase inhibition; Q15084; AID 651711; ERp5 insulin aggregation, absorbance 650 nm, 90 min; inhibition, % at 9.99 µM; 0.05% of 350,000 active;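 active means mean replicate inhibition above about 25%, with every replicate also reaching it, limit read from the data, passing the limit was not always enough; inconclusive means only one of those two criteria met; inactive means neither criterion met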
C2C12 statin: suppressors of simvastatin-induced myotoxicity in C2C12 myotubes; rescue of ATP level, % at 7.49 µM; ATP luminescence, 48 h; scaled: DMSO 0, geranylgeraniol control 100; 0.78% of 330,000 active;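 active means mean ATP rescue above about 67%, or every replicate alone reaching that limit, limit read from the data, passing the limit was not always enough; inconclusive means no clear call, values can overlap the other calls; inactive means mean under the limit and some replicate under it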;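 further: myotubes were challenged with 10 µM simvastatin during compound exposure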
DENV2 CPE rescue: DENV2-induced cell death inhibition; CPE inhibition, % at 9.99 µM; 1.7% of 350,000 active; AID 651640; DENV2-infected cells, cytopathic effect rescue, plate reader; in the data active means CPE inhibition above about 20%, passing the limit was not always enough; inconclusive means no clear call, values can overlap the other calls; tested in BHK-21 cells;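 further: 0% = median of neutral control wells and 100% = median of positive control wells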
E-selectin induc: E-selectin induction on HUVECs. P16581. HUVEC E-selectin immunofluorescence imaging; normalized: neutral wells 0, TNF-alpha wells 100. activation, % at 7.58 µM. 0.37% of 260,000 active;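 active means mean E-selectin-positive cell signal at least 10% of the positive control, reached in at least 60% of replicates, without over 20% cell loss; inconclusive means no rule given, readout overlaps actives, possibly toxicity-flagged; inactive means the rest, including those meeting only one limit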;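 further: in these data hits start at about 27%; measured in HUVEC primary endothelial cells; signal is the percent of cells scored E-selectin positive by PE staining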
Target sequence (P16581 whole entry, looked up): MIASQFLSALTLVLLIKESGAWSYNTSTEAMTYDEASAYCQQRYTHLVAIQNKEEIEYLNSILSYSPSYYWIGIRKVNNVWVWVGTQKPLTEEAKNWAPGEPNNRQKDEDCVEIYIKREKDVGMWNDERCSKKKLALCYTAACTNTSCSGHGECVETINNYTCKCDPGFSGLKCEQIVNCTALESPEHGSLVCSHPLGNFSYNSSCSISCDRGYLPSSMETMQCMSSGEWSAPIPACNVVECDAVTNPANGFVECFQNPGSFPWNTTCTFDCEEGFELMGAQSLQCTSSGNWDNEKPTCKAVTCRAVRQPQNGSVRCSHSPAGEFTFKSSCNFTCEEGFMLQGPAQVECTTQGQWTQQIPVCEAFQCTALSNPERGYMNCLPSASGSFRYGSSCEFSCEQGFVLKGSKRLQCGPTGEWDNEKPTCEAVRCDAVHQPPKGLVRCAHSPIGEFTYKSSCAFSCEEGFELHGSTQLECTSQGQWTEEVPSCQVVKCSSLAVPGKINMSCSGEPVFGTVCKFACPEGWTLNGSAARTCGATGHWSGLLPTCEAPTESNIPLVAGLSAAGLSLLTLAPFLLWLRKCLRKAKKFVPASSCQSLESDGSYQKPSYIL
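Read-out: % PE-positive cells | Test system: HUVEC | Doses: One compound dose added by pin transfer | Buffer or medium: EGM-2 over gelatin coat | Signal: Immunofluorescence imaging | Benchmarks: TNF-alpha, DMSO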
S100A4 inh HTS: inhibitors of human S100A4 binding to myosin IIA peptide; P26447; S100A4/TAMRA-MyoIIA peptide fluorescence polarization; inhibition, % at 10.7 µM; 0.14% of 360,000 active;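 active means mean inhibition of at least 70% across replicates, with every replicate also reaching that level; inconclusive means mean inhibition reaches 70% but some replicates fall short; inactive means mean inhibition below 70%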
Target sequence (P26447 whole entry, looked up): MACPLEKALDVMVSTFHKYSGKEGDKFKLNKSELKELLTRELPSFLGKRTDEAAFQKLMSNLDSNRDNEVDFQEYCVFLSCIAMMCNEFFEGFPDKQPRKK
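Assay system: human S100A4 monomer with TAMRA-labelled myosin IIA peptide / Buffer or medium: Calcium-containing HEPES buffer, pH 7.2 / Reagent: TAMRA-labelled myosin IIA heavy-chain peptide probe, 5 nM / Compound: one dose per compound / Timing: polarization read 5 min after assay mix addition, stable 5–60 min / Benchmarks: neutral control DMSO, positive control TFP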
PglD DTNB: inhibitors of Campylobacter jejuni PglD acetyltransferase. purified PglD enzyme, DTNB colorimetric CoA detection. AID 602405. inhibition, % at 12.5 µM. 0.098% of 360,000 active; in the data active means inhibition above about 16%, passing the limit was not always enough; inconclusive means no clear call, values can overlap the other calls; further: strong numbers were not always called active
SIRT5 inh: sirtuin-5 (human) deacylase inhibition; Q9NXA8; Purified SirT5, succinyl-peptide AMC, trypsin-coupled fluorescence; inhibition, % at 15 µM; 1.1% of 330,000 active; AID 652115; in the data active means inhibition above about 15%; inconclusive means no clear call, values can overlap the other calls
Target sequence (Q9NXA8 whole entry, looked up): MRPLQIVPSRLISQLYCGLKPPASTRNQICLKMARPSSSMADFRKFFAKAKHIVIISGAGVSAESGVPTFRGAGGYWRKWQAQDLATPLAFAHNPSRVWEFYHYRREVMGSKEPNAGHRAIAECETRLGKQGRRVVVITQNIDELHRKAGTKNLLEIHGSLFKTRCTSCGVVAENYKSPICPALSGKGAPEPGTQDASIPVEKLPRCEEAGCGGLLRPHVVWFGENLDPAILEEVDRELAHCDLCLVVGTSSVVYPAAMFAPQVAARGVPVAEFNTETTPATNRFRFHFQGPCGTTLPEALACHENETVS
Starred values were filed as active, the others as inactive; u = inconclusive; x = no result given.

SMILES	ERp5 inh	C2C12 statin	DENV2 CPE rescue	E-selectin induc	S100A4 inh HTS	PglD DTNB	SIRT5 inh
Cc1ccc(S(=O)Cc2ccc(C(=O)N3CCN(C(=O)c4ccco4)CC3)o2)cc1 (configuration not stated)	x	11.6	6.1	-0.7	-3.9	-5.3	-1.2
COc1ccc(CONc2ncnc3nonc23)cc1[N+](=O)[O-]	3.0	x	-3.0	x	0.5	x	1.4
CCOc1cccc2cc(C(=O)N3CC(C)OC(C)C3)c(=O)oc12 (configuration not stated)	0.2	1.6	-1.4	0.9	-3.8	3.6	-1.2
CC(C)NC(=O)N(C)C[C@H]1OCCCC[C@H](C)Oc2ccc(NS(=O)(=O)c3cn(C)cn3)cc2C(=O)N([C@@H](C)CO)C[C@H]1C	-3.1	x	-0.9	x	-23.3	-0.7	0.2
CC(C)/C=N\NC(=O)CCCCC(=O)N/N=C/C(C)C	-8.7	x	-1.3	x	-0.7	x	-1.6
COc1cccc(N2CCN(S(=O)(=O)c3cccc4cccnc34)CC2)c1	2.0	x	-0.8	x	2.3	x	1.1
COC(C/C=C\[C@H](O)[C@@H](C)OCc1ccccc1)OC	-4.1	x	-12.1	0.1	-0.6	-1.1	x
COc1cc(/C=C2\C(=N)N3N=CSC3=NC2=O)cc(Br)c1OC(=O)c1ccco1	2.2	x	2.2	x	-5.1	x	-3.8
CC(C)NC(=O)N(C)C[C@@H]1Oc2ccc(NC(=O)CCCN(C)C)cc2C(=O)N([C@@H](C)CO)C[C@@H]1C	0.5	9.5	4.9	-16.6	15.6	-0.7	-2.8
COc1cc(CCC(=O)Nc2nnc(C)s2)cc(OC)c1OC	4.4	-31.0	12.0	x	-3.5	-3.1	-0.8
COc1ccccc1NS(=O)(=O)c1cc(NC(=O)c2cccs2)ccc1N1CCOCC1	-2.9	18.5	-5.7	-3.9	-11.8	x	2.2
Cc1cc(/C=C2/NC(=O)NC2=O)c(C)n1-c1ccc(C#N)cc1	-8.2	x	5.9	-0.7	-2.3	x	2.1
C=CCNC(=S)N/N=C(\C)c1ccc(OC)cc1	1.6	x	11.5	0.0	-2.7	x	2.2
C[C@@H]1CN([C@@H](C)CO)C(=O)c2cccc(NC(=O)C3CCOCC3)c2O[C@@H]1CN(C)C(=O)NC1CCCCC1	-3.6	38.0	7.7	-0.1	-20.7	4.6	-0.4
O=c1ccc(-c2ccccc2)nn1Cc1ccc(F)cc1Cl	2.0	23.0	7.5	x	-3.3	3.2	-1.3
COC(=O)c1ccc(C2c3c(oc4ccccc4c3=O)C(=O)N2CCCN2CCOCC2)cc1 (configuration not stated)	-2.7	0.1	12.5	0.1	-5.1	2.1	x
COc1ccc(N2CCN(CC(=O)Nc3nc(C)cs3)CC2)cc1	0.0	2.4	4.5	x	-4.1	3.3	-3.7
CO[C@@H]1CN(C)C(=O)c2ccc(NS(=O)(=O)c3ccccc3)cc2OC[C@@H](C)N(C)C[C@@H]1C	-3.9	-3.9	-1.0	-0.1	x	0.9	-3.1
CCCN(C)C[C@@H]1Oc2cc(-c3ccc(C)cc3)ccc2S(=O)(=O)N([C@@H](C)CO)C[C@H]1C	-4.7	-37.2	3.6	0.8	-4.1	2.3	-1.7
O=C1O[C@@H](c2ccccc2)[C@@H](c2ccccc2)N2[C@@H](c3ccccc3OCCO)[C@]3(C(=O)Nc4ccccc43)[C@@H](C(=O)N3CCN(c4ncccn4)CC3)[C@H]12	3.0	x	-3.8	x	2.4	3.0	0.4
C[C@@H]1CN([C@@H](C)CO)S(=O)(=O)c2ccc(C3=CCCCC3)cc2O[C@H]1CN(C)C(=O)c1ccc(F)cc1	-0.4	-154.3	-2.6	0.2	0.6	1.5	8.7
Cc1cccc(N2CCN(C(=O)c3ccc4ccccc4c3)CC2C)c1 (configuration not stated)	-3.4	-2.5	4.4	-0.2	-11.8	-2.4	x
COc1ccccc1NC(=O)COc1coc(CN2CCN(c3ccccc3)CC2)cc1=O	2.2	4.0	10.4	x	-3.1	3.4	0.8
CCCC#Cc1ccc([C@@H]2[C@@H](CO)N3C(=O)CN(C(=O)c4ccc(F)cc4)C[C@H]23)cc1	-2.2	x	-1.9	0.5	0.0	x	-0.7
CCCCOc1ccc(N(CC(=O)NC2CCCCC2)C(=O)CCC(=O)Nc2ccccn2)cc1	-12.0	-5.3	u	x	-3.5	0.0	-0.8
Cc1cc(SCC(=O)NCCC2=CCCCC2)nc2ccccc12	2.7	x	u	x	0.0	-2.7	-1.8
Cc1cc(C)cc(N(CCC#N)C(=O)CSC2=Nc3ccccc3C3CC=NN23)c1 (configuration not stated)	3.8	x	-4.6	4.2	1.9	x	4.0
O=C(Cn1nnc2ccccc2c1=O)Nc1ccc2c(c1)CCC2	2.0	-26.0	14.2	x	-0.8	0.3	-3.1
COc1ccc(C/C(N)=N/OC(C)=O)cc1OC	4.0	x	x	x	-2.4	x	1.2
CC(=O)Nc1cc(NC(C)=O)cc(C(=O)OC(C)C(=O)Nc2ccc(S(=O)(=O)N3CCCC3)cc2)c1 (configuration not stated)	-11.0	11.2	-6.4	-2.3	1.4	0.9	3.7
COCC(=O)Nc1ccc2c(c1)OC[C@@H](C)N(Cc1cccc(F)c1)C[C@H](C)[C@@H](OC)CN(C)C2=O	0.5	-5.9	5.9	0.0	3.4	-0.9	3.8
C[C@@H]1CN([C@H](C)CO)C(=O)c2cc(NC(=O)Nc3ccc(F)cc3)ccc2O[C@@H](C)CCCCO[C@H]1CN(C)C(=O)Nc1ccccc1	-1.5	x	-8.3	0.0	-61.3	1.3	9.9
COC(=O)CSc1nc(NC(C)(C)C)nc(N(C)C)n1	-2.5	x	-7.1	-0.5	0.5	x	x
Cc1ccc2nc(-c3ccccn3)cc(C(=O)NC(C)C(C)(C)C)c2c1 (configuration not stated)	0.5	x	-3.9	x	3.5	x	-7.1
Cc1cc(/C=C(/C#N)c2nc3ccccc3[nH]2)c(C)n1-c1ccccc1C(=O)O	3.5	x	-3.3	-0.6	-4.4	x	4.6
O=c1/c(=C/c2ccc(O)c([N+](=O)[O-])c2)sc2nc3ccccc3n12	-0.4	x	-6.7	x	-11.7	x	-1.6
C[C@H](CO)N1C[C@H](C)[C@H](CN(C)Cc2ccc(-c3ccccc3)cc2)Oc2ccc(NC(=O)CCC(F)(F)F)cc2C1=O	-7.5	-23.0	u	-0.1	-9.1	9.7	-0.7
Cc1ccc(C)c(OC(C)C(=O)Nc2ccc(S(=O)(=O)Nc3nccs3)cc2)c1 (configuration not stated)	2.5	1.2	4.4	x	-1.7	2.6	0.5
C[C@H](CO)N1C[C@H](C)[C@@H](CN(C)Cc2ccc(C(=O)O)cc2)OCc2ccccc2-c2c(n(C)c3ccccc23)C1=O	-1.3	x	u	-0.1	16.1	-2.3	-5.1
Cc1cc2c(c(=O)o1)[C@@]1(C(=O)N(C)c3ccc([N+](=O)[O-])cc31)C1=C(CCCC1=O)O2	-0.9	x	-11.1	0.0	1.2	x	x

Reformatted: results already given.
| mol | ERp5 inh | C2C12 statin | DENV2 CPE rescue | E-selectin induc | S100A4 inh HTS | PglD DTNB | SIRT5 inh |
| --- | --- | --- | --- | --- | --- | --- | --- |
| C[C@@H]1CN([C@@H](C)CO)S(=O)(=O)c2ccc(C3=CCCCC3)cc2O[C@H]1CN(C)C(=O)c1ccc(F)cc1 | -0.4 | -154.3 | -2.6 | 0.2 | 0.6 | 1.5 | 8.7 |
| Cc1cccc(N2CCN(C(=O)c3ccc4ccccc4c3)CC2C)c1 (configuration not stated) | -3.4 | -2.5 | 4.4 | -0.2 | -11.8 | -2.4 | x |
| COc1ccccc1NC(=O)COc1coc(CN2CCN(c3ccccc3)CC2)cc1=O | 2.2 | 4.0 | 10.4 | x | -3.1 | 3.4 | 0.8 |
| CCCC#Cc1ccc([C@@H]2[C@@H](CO)N3C(=O)CN(C(=O)c4ccc(F)cc4)C[C@H]23)cc1 | -2.2 | x | -1.9 | 0.5 | 0.0 | x | -0.7 |
| CCCCOc1ccc(N(CC(=O)NC2CCCCC2)C(=O)CCC(=O)Nc2ccccn2)cc1 | -12.0 | -5.3 | u | x | -3.5 | 0.0 | -0.8 |
| Cc1cc(SCC(=O)NCCC2=CCCCC2)nc2ccccc12 | 2.7 | x | u | x | 0.0 | -2.7 | -1.8 |
| Cc1cc(C)cc(N(CCC#N)C(=O)CSC2=Nc3ccccc3C3CC=NN23)c1 (configuration not stated) | 3.8 | x | -4.6 | 4.2 | 1.9 | x | 4.0 |
| O=C(Cn1nnc2ccccc2c1=O)Nc1ccc2c(c1)CCC2 | 2.0 | -26.0 | 14.2 | x | -0.8 | 0.3 | -3.1 |
| COc1ccc(C/C(N)=N/OC(C)=O)cc1OC | 4.0 | x | x | x | -2.4 | x | 1.2 |

Additional results
SMILES	ERp5 inh	C2C12 statin	DENV2 CPE rescue	E-selectin induc	S100A4 inh HTS	PglD DTNB	SIRT5 inh
O=C([C@@H]1[C@@H](CO)[C@@H]2Cn3c(cccc3=O)[C@@H]2N1C(=O)CC1CC1)N1CCCCC1	2.2	2.9	-1.9	-0.3	3.5	2.8	5.4
N#C[C@@H]1[C@H](c2ccccc2C2=CCCC2)[C@H](CO)N1C(=O)C1CCC1	0.3	x	-6.0	0.1	5.2	x	1.8
C/C(=N\OCC(=O)Nc1ccccc1C(C)(C)C)c1ccc2c(c1)OCCO2	7.4	9.8	-1.0	0.0	-4.4	-3.2	-1.3
Cc1ccc(/C=C/c2ccc3cccc(O)c3n2)s1	3.9	0.6	4.0	x	0.6	3.0	0.4
C[C@H]1CN([C@@H](C)CO)C(=O)Cc2cc(NC(=O)Cn3cnnn3)ccc2O[C@@H]1CN(C)C(=O)Nc1ccccc1	-3.4	24.1	0.4	0.3	-0.6	-1.2	0.3
NC1=NC(=Nc2ccc(Cl)cc2)c2ccccc21	-2.2	x	-6.2	-0.2	-5.1	6.6	-1.6
COc1ccccc1-c1ccc2n(c1=O)C[C@@H]1[C@@H](CO)[C@H](C(=O)N3CCCCC3)[C@H]2N1CC1CC1	2.4	-1.0	-9.3	-0.2	-17.9	-1.5	20.3*
C[C@@H]1CN([C@@H](C)CO)C(=O)Cc2cc(NC(=O)Nc3ccccc3)ccc2O[C@H]1CN(C)S(=O)(=O)c1ccc(F)cc1	3.7	38.5	-3.7	0.1	-4.8	2.0	17.7*
C[C@@H]1CN([C@H](C)CO)S(=O)(=O)c2ccc(/C=C/c3ccccc3)cc2O[C@H]1CN(C)C	u	-6.2	19.5	0.1	-1.7	2.1	3.8
Cc1ccc(S(=O)(=O)N2CCOCC2)cc1C(=O)OCC(=O)NC1CCS(=O)(=O)C1 (configuration not stated)	-5.2	3.4	2.6	2.1	-0.1	5.8	1.6
Cc1ccc(S(=O)(=O)Nc2ccc3c(c2)C(=O)N([C@@H](C)CO)C[C@H](C)[C@@H](CN(C)Cc2ccc(C(F)(F)F)cc2)OCCCC[C@@H](C)O3)cc1	5.4	x	-25.5	x	-5.7	2.8	16.9*
CCCN(CC(=O)Nc1ccccc1OC)C(C)C(=O)NC(C)CCc1ccccc1 (configuration not stated)	2.7	5.4	-3.2	0.1	-6.9	2.4	-0.4
COCC(C)NCc1cccc2ccccc12 (configuration not stated)	-3.6	x	16.1	4.8	0.6	x	-5.2

Screening data: PubChem BioAssay, Broad Institute

Some of the compounds tested; rates above refer to the full screens.
